SSB-PriA inh = inhibitors of Klebsiella pneumoniae PriA binding to SSB C-terminal tail | AlphaScreen SSBct-PriA binding, biotinylated peptide | inhibition, % at 33 µM | 430,000 compounds, 0.6% hits; in the data active = inhibition mostly above about 37%, no sharp cut-off; inactive = mostly below about 20%;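 also: plate controls were negative control peptide for no effect and reference peptide for full effect; strong numbers were not always called active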
CCHFV vOTU inh = blocks the CCHF virus ovarian tumor domain protease; CCHFV vOTU protease, Pep-AMC fluorescence; inhibition, % at 11.5 µM; 370,000 compounds, 0.55% hits; AID 651958; in the data active = inhibition above about 30%; also: 0% = vehicle wells with enzyme and 100% = no enzyme wells
PrPC TRFRET = reduces human prion protein on the cell surface; P04156; cell surface PrPC, TR-FRET read-out; inhibition, % at 13.8 µM; 370,000 compounds, 0.43% hits; AID 720596; in the data active = inhibition above about 24%; also: 0% = median of the test wells and 100% = reference compound wells
Vc quorum ag = quorum light induction in luxS cqsA deficient V. cholerae. V. cholerae BH1578 lux reporter, luminescence, 6 h. activation, % at 18.7 µM. 350,000 compounds, 0.16% hits. AID 588436; in the data active = activation mostly above about 9.7%, no sharp cut-off; also: not every result past the cut was called active; inactives centre near 0; reference of the scale not given here
Rv3671c protease = inhibitors of M. tuberculosis serine protease Rv3671c | P9WHR9 | inhibition, % at 5.96 µM | 320,000 compounds, 0.048% hits; in the data active = inhibition above about 38%;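 also: extracellular domain of Rv3671c used as enzyme; 0% = enzyme with DMSO and 100% = no enzyme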
Target sequence (P9WHR9 whole entry, looked up, the tested form may be a part): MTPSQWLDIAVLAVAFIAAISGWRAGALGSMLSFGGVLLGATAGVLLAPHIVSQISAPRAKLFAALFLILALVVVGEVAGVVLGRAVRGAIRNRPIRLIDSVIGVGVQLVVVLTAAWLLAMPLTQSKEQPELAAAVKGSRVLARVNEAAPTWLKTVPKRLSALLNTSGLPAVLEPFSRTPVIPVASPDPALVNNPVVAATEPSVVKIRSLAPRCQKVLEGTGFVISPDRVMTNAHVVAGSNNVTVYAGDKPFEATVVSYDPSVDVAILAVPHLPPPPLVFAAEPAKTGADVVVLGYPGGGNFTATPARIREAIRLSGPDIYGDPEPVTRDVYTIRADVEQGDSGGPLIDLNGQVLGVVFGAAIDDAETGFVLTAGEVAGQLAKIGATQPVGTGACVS
MazF activator = activators of E. coli MazEF toxin-antitoxin RNase; AID 504720; P0AE70; 350,000 compounds, 0.32% hits; activation, % at 20 µM; FAM/BHQ RNA-DNA oligo cleavage fluorescence, 5 h; in the data active = activation above about 50%
Target sequence (P0AE70 whole entry, looked up): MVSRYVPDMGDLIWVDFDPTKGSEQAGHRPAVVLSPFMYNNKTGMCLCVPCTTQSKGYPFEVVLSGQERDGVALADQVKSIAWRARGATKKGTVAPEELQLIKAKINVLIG
SARS 3CLpro inh = SARS-CoV 3CLpro protease inhibition | P0C6X7 | recombinant SARS-CoV 3CLpro, quenched FRET peptide cleavage | inhibition, % at 6 µM | 290,000 compounds, 0.14% hits; in the data active = inhibition above about 12%
Y pestis TopoI = Y. pestis Topo-I inhibition via cleavage products; Y. pestis Topo-I cleavage product accumulation, plate reader; activity, % at 10 µM; 360,000 compounds, 0.064% hits; AID 504884; in the data active = activity above about 50%, passing the limit was not always enough; also: inactives centre near 2
TcdB inh = TcdB glycohydrolase inhibition. P18177. AID 652162. inhibition, % at 9.99 µM. TcdB glycohydrolase enzymatic assay, plate reader. 350,000 compounds, 0.24% hits; in the data active = inhibition above about 10%
DUSP3 inh = inhibitors of human VHR1 phosphatase (DUSP3); 290,000 compounds, 0.52% hits; AID 1654; inhibition, % at 13.3 µM; recombinant VHR phosphatase, pNPP absorbance; in the data active = inhibition above about 50%; also: some compounds called inactive have numbers as strong as hits
Target sequence (P51452 whole entry, looked up): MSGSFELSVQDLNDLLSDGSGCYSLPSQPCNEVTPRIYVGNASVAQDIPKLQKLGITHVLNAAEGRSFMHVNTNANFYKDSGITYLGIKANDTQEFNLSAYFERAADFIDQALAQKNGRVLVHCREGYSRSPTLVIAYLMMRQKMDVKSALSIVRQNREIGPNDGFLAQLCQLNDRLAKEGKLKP
Starred values were filed as active, the others as inactive; i = inactive; x = not tested or not shown; & = joins results of further samples. Some of the compounds tested. The share of hits here may be higher or lower than overall.

SMILES	SSB-PriA inh	CCHFV vOTU inh	PrPC TRFRET	Vc quorum ag	Rv3671c protease	MazF activator	SARS 3CLpro inh	Y pestis TopoI	TcdB inh	DUSP3 inh
COc1c(C)cc(C(=O)C2CCCN(C(=O)c3cc4nc(C)cc(C)n4n3)C2)cc1C (stereo unspecified)	2	-10	-9	i	3	8	0	23	2.5	9
COc1ccc(OC)c(Nc2cc(C)nc3ccc(C)cc23)c1	5	0	6	7.1	5	10	x	2	-0.5	x
O=C1CCc2cc(S(=O)(=O)N3CCN(c4ccccc4)CC3)cc3c2N1CCC3	-9	12	-8	i	1	3	x	0	0.2	x
CN(C)c1ccc(N=Nc2ccccc2C(=O)OCC(=O)N2CCCC2)cc1	53*	12	-42	-0.3	8	1	3	4	x	15
O=c1cc(-c2ccc(C3CCCCC3)cc2)[nH][nH]1	-10	3	-1	-0.2	-7	2	2	2	2.7	-6
CC(C)CNC(=O)C1(C)CCCN1C(=O)c1cc2ccccc2s1 (stereo unspecified)	x	-2	-5	i	x	x	x	4	0.8	x
Cc1ccccc1Cn1c(=O)n(CCCC(=O)NCc2ccco2)c(=O)c2sccc21	-5	-11	2	i	7	-9	-1	6	x	-25
Cc1ccc([N+](=O)[O-])cc1NC(=O)CN(C(=O)c1ccccc1Cl)C1CCCCC1	11	15	-5	-0.2	1	0	5	1	1.1	-8
CCOc1ccc(-n2c(C)nc3cc(C(=O)NCc4ccco4)ccc32)cc1	9	2	0	i	-2	-8	-1	27	x	10
COc1ccc(CCNc2nc(C)cc(C)c2C#N)cc1OC	-3	-6	-2	i	-6	-1	3	6	2.1	-38
Cc1cc(C)c(NC(=O)CN(C)C(C)C(=O)N2CCc3ccccc32)c(C)c1 (stereo unspecified)	-1	5	-1	i	1	5	x	15	-0.7	x
COc1ccc2[nH]cc(CCNC(=O)c3ccco3)c2c1	5	-9	-1	-0.3	-6	13	x	-2	0.9	x
CC1=NN(c2ccccc2)C(=O)/C1=C/C=C/C=C/N(C)C	6	16	20	-0.4	-52	-162	2	-7	-1.9	12
CC(OC(=O)c1nsc(Cl)c1Cl)C(=O)NCCc1ccccc1 (stereo unspecified)	-21	1	-1	0.1	0	3	-1	3	-0.1	-4
CC(=O)c1cccc(NC(=O)COC(=O)c2ccccc2C)c1	-1	-12	9	-0.3	3	2	-1	8	0.0	-6
C=CCC(O)(CC=C)CNC(=O)C1CCC(=O)N(CCCc2ccccc2)C1 (stereo unspecified)	-13	4	4	i	0	1	0	-2	0.2	-17
Cc1cc(C)c(C2=NOC(O)(C(F)(F)F)C2)c(=O)[nH]1 (stereo unspecified)	-12	4	-2	0.0	9	0	0	-1	x	12
CCSc1nnc(-c2ccc(Cl)cc2)c2ccccc12	-2	-2	-2	-0.3	4	31	7	3	x	13
C[C@H]1CN([C@@H](C)CO)S(=O)(=O)c2ccc(Br)cc2O[C@@H]1CN(C)C(=O)Cc1ccccc1	x	-2	-2	-0.4	x	3	x	18	0.3&-3.2	x
COc1ccc(C2CC(c3ccc(C)cc3)Nc3ncnn32)cc1 (stereo unspecified)	-9	10	7	-0.2	4	2	2	3	0.5	16
CC(=O)NC(c1ccc(F)cc1)c1cccnc1 (stereo unspecified)	-9	-4	-1	0.7	-1	-5	-2	0	x	9
COc1ccc(Br)cc1CN(C)CC(=O)Nc1cc([N+](=O)[O-])ccc1OC	-12	-15	-3	2.2	-12	-3	1	10	x	17
COc1ccccc1CCC(=O)N(C)CC(=O)Nc1ccc(Cl)c(C(F)(F)F)c1	-8	21	7	i	-5	4	7	-4	0.5	-9
CCCC1=NN2C(=N)/C(=C\c3ccc(OCCOc4ccc(NC(C)=O)cc4)c(OC)c3)C(=O)N=C2S1	7	6	1	i	1	5	0	-1	0.6	10
CS(=O)(=O)c1ccc(C(=O)Nc2ccc(-c3nc4ccccc4[nH]3)cc2)cc1	-2	8	-11	-0.4	-50	-22	2	4	-0.8	0

(more compounds)
SMILES	SSB-PriA inh	CCHFV vOTU inh	PrPC TRFRET	Vc quorum ag	Rv3671c protease	MazF activator	SARS 3CLpro inh	Y pestis TopoI	TcdB inh	DUSP3 inh
COCCn1c(C(C)C)nc2sc3ccccc3c(=O)c2c1=O	-7	x	x	-2.2	4	-6	2	7	1.2	24
CCCCOCC(O)Cn1c(C)nc2ccccc21 (stereo unspecified)	-16	17	7	i	9	0	-1	-6	-0.5	-15
O=C(NCC1=C(c2cccc3ccccc23)C[C@@H]2CC[C@H]1N2Cc1ccco1)c1ccncc1	x	21	-2	-0.4	x	2	x	10	-2.6	x
O=C(NC1CCCC1)C(c1cccnc1)N(C(=O)c1csnn1)c1ccccc1 (stereo unspecified)	-10	-3	8	0.5	-2	22	4	0	1.8	-6
CCCS(=O)(=O)c1cscc1NC(=O)c1c(-c2c(F)cccc2Cl)noc1C	-8	-7	7	-0.4	8	-19	3	6	3.1	16
COc1ccc(CCNC(=O)CNCC2CCCCC2)cc1OC	-9	12	-3	0.9	10	4	1	5	-1.0	16
CCC[C@@H]1CCCO[C@@](C(=O)NCc2ccc(S(C)(=O)=O)cc2)(C(F)(F)F)C1	-17	5	-1	-0.9	4	2	x	1	1.9	x
Cc1n(N)c2ccccc2[n+]1CC(=O)c1ccccc1	-18	-6	1	1.6	7	6	6	4	0.3	23
O=C(CCCN1C(=O)C(c2ccccc2)Oc2cccnc21)Nc1ccccc1Br (stereo unspecified)	x	-2	4	i	x	2	x	43	0.9	x
O=c1c2cccc3c2c(nn1CN1CCOCC1)-c1ccccc1-3	-8	x	x	3.8	-8	8	-8	-7	x	-16
COC(=O)CCC(=O)N1CN2CN(C(=O)CCC(=O)OC)CC([N+](=O)[O-])(C2)C1	6	1	-7	-0.1	0	0	4	-6	1.1	-10
COc1ccc(N(C(=O)CNC(=O)c2cccs2)C(C(=O)NCC2CCCO2)c2ccccc2)cc1 (stereo unspecified)	-10	12	7	1.8	2	-3	0	21	-1.7	24
O=C(Nc1cc2c3c(c1)CC(=O)N3CCC2)C1CCCCC1	6	-13	-5	i	0	2	x	3	2.6	x
Cc1ccc(S(=O)(=O)N2CCN(C(=O)c3ccco3)CC2)cc1	-6	8	16	-0.4	6	5	0	-10	0.9	8
COc1ccccc1C(=O)Nc1ccc(S(=O)(=O)N2CCN(C)CC2)cc1	-6	14	5	-0.1	-1	-16	x	-9	0.2	x
CC(C)CCOc1ccc(C2(C)NC(=O)NC2=O)cc1 (stereo unspecified)	-8	5	-3	-0.5	-5	6	-1	5	1.8	27
O=C(CCCc1ccccc1)Nc1ccc2c(c1)OCCO2	-2	8	7	-0.5	10	-3	0	7	0.1	7
Cc1ccc(NC(=O)c2ccccc2-c2ccccc2C(=O)O)cc1	-5	-13	-3	-0.2	4	-2	-3	-4	-1.3	-8
CC1(C)C(=O)C2(CCCCC2)C(=O)OC1C(=O)c1ccccc1 (stereo unspecified)	-33	-9	5	-0.3	-6	-1	3	0	x	8
CN(C)CCCN(C(=O)c1ccco1)c1nc(-c2ccc(Cl)cc2)cs1	5	8	-11	-0.6	3	25	0	2	2.0	1
COCCn1c(SCC(=O)Nc2sc(C)c(C)c2C#N)nnc1C(C)C	-9	7	5	-2.0	-3	5	1	7	x	1
Cc1cc(C)c(C(=O)/C=C/c2ccc3c(c2)OCO3)c(=O)[nH]1	-9	10	6	-0.2	5	28	-3	-7	0.2	20
O=C(NNC(=O)c1cc(S(=O)(=O)N2CCOCC2)c(Cl)cc1Cl)c1ccccc1F	-8	-6	-9	0.9	-1	10	x	-11	-1.4	x
O=C(OCc1nnc(-c2ccccc2)o1)c1ccc(S(=O)(=O)NCc2ccco2)cc1	-3	-1	4	-0.2	-6	-2	2	30	x	20
COc1ccc(NC(=O)CN(C)C(=O)c2cc(-c3ccccc3)nc3ccccc23)cc1	0	-1	-5	i	-4	5	x	18	-2.1	x

Among those listed so far, these contain a CF3 group.
SMILES	SSB-PriA inh	CCHFV vOTU inh	PrPC TRFRET	Vc quorum ag	Rv3671c protease	MazF activator	SARS 3CLpro inh	Y pestis TopoI	TcdB inh	DUSP3 inh
Cc1cc(C)c(C2=NOC(O)(C(F)(F)F)C2)c(=O)[nH]1 (stereo unspecified)	-12	4	-2	0.0	9	0	0	-1	x	12
COc1ccccc1CCC(=O)N(C)CC(=O)Nc1ccc(Cl)c(C(F)(F)F)c1	-8	21	7	i	-5	4	7	-4	0.5	-9
CCC[C@@H]1CCCO[C@@](C(=O)NCc2ccc(S(C)(=O)=O)cc2)(C(F)(F)F)C1	-17	5	-1	-0.9	4	2	x	1	1.9	x

Later entries
SMILES	SSB-PriA inh	CCHFV vOTU inh	PrPC TRFRET	Vc quorum ag	Rv3671c protease	MazF activator	SARS 3CLpro inh	Y pestis TopoI	TcdB inh	DUSP3 inh
Cn1ncc([N+](=O)[O-])c1C(=O)Nc1ccc(-c2ccccc2)cc1	-3	4	-8	-0.4	11	3	1	-7	-0.3	-4
CC(C)CC(=O)Nc1ccc(S(=O)(=O)N2CC3CC(C2)c2cccc(=O)n2C3)cc1 (stereo unspecified)	9&-2	-5	2	i	7	2	x	-1	-1.7	x
CCOc1cc(-n2cnnn2)c(OCC)cc1NC(=O)c1cnccn1	-8	11	-4	-0.4	-8	5	x	-7	x	-10
CC1(C)SC(=S)N(/N=C/c2cccnc2)C1N(O)C(=O)Nc1ccccc1 (stereo unspecified)	i	5	-6	0.1	2	3	0	-6	0.7	9
N#CCSc1nc2c(cc1C#N)CCCCCC2	-15	-3	3	i	0	0	0	8	x	-9
Cc1ccc(OCc2csc(N)n2)cc1	3	7	7	-0.5	-5	5	0	2	1.3	-5
C/C(=C\C(=O)c1cccnc1)Nc1ccc(C)c(C)c1	x	-14	-1	-10	1	-3	8	16	x	-9
Cc1ccc(S(=O)(=O)N2CCOCC2)cc1C(=O)N1CCN(c2ccc(C(F)(F)F)cn2)CC1	-7	-4	11	-0.8	4	6	x	26	-1.1	x
C/C=C(\C)CN1CCC(n2nccc2NC(=O)CCc2ccccc2)CC1	-16	2	-5	0.4	6	5	1	6	0.2	20
CCN(CC)c1ccc(NS(=O)(=O)c2cn(C)c(=O)n(C)c2=O)c(C)c1	6	-5	10	i	-4	9	2	-9	-10	21
CN1CCN(C(CNC(=O)Nc2ccc(Cl)cc2)c2ccc(F)cc2)CC1 (stereo unspecified)	-11&-2	17	-1	-3.9	4	7	-1	-15	0.1	-15
CC(C)OP(=O)(OC(C)C)C1(O)C(=O)Nc2ccc(Br)cc21 (stereo unspecified)	3	0	-6	i	-1	4	-1	10	x	18
COc1ccc(CN(N=O)C2CC(=O)N(c3ccc(OC)cc3)C2=O)cc1 (stereo unspecified)	4	-10	-2	-0.4	7	-3	-3	-3	0.0	10
Cc1ccc(CNC(=O)CC(C)S(=O)(=O)c2ccc3c(c2)NC(=O)CO3)cc1 (stereo unspecified)	-10	16	-3	-0.3	4	9	-2	4	-0.5	11
CC1(C)CC2(CCCN(C(=S)Nc3ccccc3)C2)CCO1 (stereo unspecified)	-12	-9	-3	-1.1	3	-9	-8	-5	0.2	25
C=CCSc1nc(N(CC)CC)c2sccc2n1	-51	13	2	0.7	-5	-6	4	17	x	28
COc1cccc(/C=N/n2nnnc2N)c1OCC#N	x	-14	-2	0.0	-5	2	x	-1	2.0	x
c1ccc(Nc2nc(N3CCOCC3)c3ccccc3n2)cc1	-12	15	11	-0.8	-4	2	0	0	x	-15
COc1ccc(NC(=O)CN2CCOCC2)cc1S(=O)(=O)N1CCCCC1	-3	4	-5	i	1	7	x	-3	1.2	x
COc1cnn(-c2cccc(C)c2)c(=O)c1Cl	-3	-15	9	-0.2	0	-2	-1	-8	0.0	-3
Cc1cc(C)cc(C(O)c2ncc(-c3cccc(F)c3)[nH]2)c1 (stereo unspecified)	x	-12	3	i	x	x	x	4	0.8	x
O=C(N/N=C\c1c(O)ccc2ccccc12)c1ccc(O)cc1	x	-2	-8	i	20	-5	-5	-15	1.0	28
Nc1nc(-c2ccco2)nn1C(=O)c1ccccc1Cl	-3	-4	7	-0.7	x	-1	1	2	1.3	8

From PubChem BioAssay
